OX1R antag-1: blocks the human orexin 1 receptor; 330,000 tested, 1.8% active; AID 485270; OX1R-expressing cells, FRET antagonist read-out; O43613; inhibition, % at 6.6 µM; in the data active means inhibition mostly above about 38%, no sharp cut-off; inactive means mostly below about 40%;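 further: 0% = agonist challenge alone and 100% = reference antagonist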
Target sequence (O43613 whole entry, looked up): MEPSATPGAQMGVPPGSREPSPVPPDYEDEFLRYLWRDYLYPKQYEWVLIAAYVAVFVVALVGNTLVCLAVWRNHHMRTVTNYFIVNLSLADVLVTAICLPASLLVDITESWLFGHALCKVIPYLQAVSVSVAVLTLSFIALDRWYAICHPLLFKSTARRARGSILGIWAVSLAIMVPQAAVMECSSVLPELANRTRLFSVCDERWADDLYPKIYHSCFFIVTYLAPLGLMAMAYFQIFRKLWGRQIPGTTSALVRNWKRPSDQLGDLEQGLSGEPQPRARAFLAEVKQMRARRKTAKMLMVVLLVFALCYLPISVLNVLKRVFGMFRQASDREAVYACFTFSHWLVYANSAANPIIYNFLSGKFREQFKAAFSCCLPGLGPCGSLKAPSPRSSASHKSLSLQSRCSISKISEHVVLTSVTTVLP
OX1R antag-2: antagonists of human orexin 1 receptor; CHO/OX1R cells, Fluo-8 calcium fluorescence, orexin A; inhibition, % at 5 µM; 330,000 tested, 0.43% active; AID 434989;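 active means inhibition above its plate's threshold, mean inhibition of all tested compounds on the plate plus 3 SD, cut at about 37% in these data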;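 further: 0% = orexin A challenge wells and 100% = SB-334867-A antagonist wells; not every result past the cut was called active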
* marks the source's active call; other numbers are inactive results. Compounds were not picked by outcome; 2% or so of the library scored in one or more.

SMILES,OX1R antag-1,OX1R antag-2
COc1cc(C(=O)O)cc(NC(=O)c2ccco2)c1OC,25,7
CC(C)N(CCNC(=O)COc1ccc2oc3c(c2c1)CCCC3)C(C)C,30,-24
CCOC(=O)N1CCN(CCC(=O)Nc2ccc(C)cc2)CC1,15,-13
O=C(c1ccc(Cl)cc1)N1CCCOC1,16,10
Cc1cc(SCC(=O)N/N=C/c2ccc(O)c(O)c2)nc2ccccc12,17,-4
Cc1ccc(-c2cc(C(=O)N/N=C/C=C/c3ccccc3)n[nH]2)s1,14,-26
O=C(c1ccc(F)cc1)N1CCCC(C(=O)N2CCN(c3ccccc3)CC2)C1 (stereo unspecified),8,-42
C#CCOCCOCCOCCNc1nc(N2CCN(C(=O)CCCCCCCCCCNC(=O)Cn3cc(CCCCCN)nn3)CC2)nc(N2CCN(C(=O)CCCCCCCCCCNC(=O)[C@H]([C@@H](C)CC)n3cc(CCCCCN)nn3)CC2)n1,5,-4
CN(C1CCCCC1)S(=O)(=O)c1cccc2nsnc12,13,-26
COc1ccc(NC(=O)c2nc(C)c(C3(C)CC(c4cccnc4)=NO3)s2)cc1 (stereo unspecified),16,-38
Cc1ccc(C)c(OCC(=O)N(Cc2nnc(-c3ccccc3Cl)o2)C2CC2)c1,36,-21
O=C(Cn1cnc2ccccc2c1=O)c1ccc2ccccc2c1,16,-9
Cc1cc(-c2ccc(C(C)C)c(S(=O)(=O)N3CC(=O)Nc4ccccc43)c2)on1,39*,-2
O=C(Cc1ccc(F)cc1)Nc1nnc(-c2ccc(F)cc2)o1,-4,-8
CC(C)c1ccccc1NC(=O)CN1C(=O)c2ccccc2C1=O,2,-2
Cc1ccccc1C(=O)N/N=C/c1ccc(Sc2ccccn2)o1,35,-22
CCCOc1ccc(NCC(=O)Nc2ccc(C)cc2C)cc1,8,-33
CCOC(=O)C1(Cc2cccc(F)c2)CCN(C(=O)C2CCC2)CC1,11,-17
Cc1cc(-c2[nH]nc3c2C(c2ccsc2)C(C#N)=C(N)O3)c(C)s1 (stereo unspecified),22,8
O=C1N(Cc2ccccc2)c2ccccc2C12OCCO2,17,-15
O=C(O)CC/C(=C\c1ccccc1[N+](=O)[O-])c1nc2ccccc2s1,11,-2
O/N=C(/Cc1ccccn1)c1ccccc1,3,-11
OC(CCN1CCCCC1)c1ccc(-c2ccccc2)cc1 (stereo unspecified),-4,-20
CCOc1ccccc1-c1cc(-c2ccccc2)nc2c1c(=O)n(C)c(=O)n2C,15,-39
Cc1cc(C(=O)COC(=O)/C=C/c2ccc(F)cc2)c(C)n1C,2,-20
CC(=O)Nc1ccc(S(=O)(=O)Nc2nc3ccccc3nc2Nc2ccc(N)cc2)cc1,7,-4
CC1CCCCC1NC(=O)CSc1nnc(CNC(=O)c2ccccc2)n1C (stereo unspecified),5,-10
Cn1c(=O)cc(SCC(=O)N2CCN(C(=O)c3ccco3)CC2)c2ccccc21,5,-24
CN(C)c1oc(-c2ccc(OCc3ccccc3)cc2)nc1C#N,30,-24
CC1(C)CC(=O)C(C(c2cccc([N+](=O)[O-])c2)C2C(=O)CC(C)(C)CC2=O)C(=O)C1,21,-4
COc1cccc(/C=C/C(=O)N2CCN(c3n[nH]c(=O)[nH]c3=O)CC2)c1OC,24,-14
Cc1ccc(S(C)(=O)=NC(=O)NC(=O)c2c(Cl)cccc2Cl)cc1 (stereo unspecified),10,1
COc1ccc2c(Cl)c(C(=O)NCC3CCCO3)sc2c1Cl (stereo unspecified),25,-13
O=C(/C=C/c1ccccc1)NNC(=O)c1cccnc1,16,4
COc1ccc(CNC(=O)CNC(C)c2ccc(F)cc2)cc1 (stereo unspecified),0,2
CCOC(=O)c1ccc(-c2nnc(-c3ccc(Cl)cc3Cl)o2)cc1,5,-19
COc1cc2c(cc1OC)CN(C(=O)c1nn(Cc3ccccc3)c(=O)c3ccccc13)CC2,0,-29
Cc1c(NC(=O)C23CC4CC(CC(Br)(C4)C2)C3)c(=O)n(-c2ccccc2)n1C,8,-9
O=C1Nc2cc(C(F)(F)F)ccc2N2CCCCC12 (stereo unspecified),9,-15
CCOC(=O)CCCn1c(C)nc(=O)c(-c2ccccc2)c1C,26,-15
CCCc1ccc2oc(C(=O)N3CCC(C(N)=O)(N4CCCCC4)CC3)c(C)c2c1,15,-6
CCOC(=O)c1ccc(NC(=S)N2CCCC2)cc1,11,2
CN(CC(=O)Nc1ccccc1Br)C(=O)CCCSc1nc2ccccc2[nH]1,43,-24
CCOc1cccc(-c2nnc3sc(-c4cccs4)nn23)c1,19,-8
CN1CCCc2cc(C=O)ccc21,67,-19
O=C(C[n+]1ccccc1)Nc1ccccc1C(=O)O,7,-17
CCn1cc(C(=O)N[C@@H](CCSC)C(=O)NCCCOC)c(=O)c2cc3c(cc21)OCO3,7,-13
COc1ccccc1N1CCN(C(=O)c2cc(C)oc2C)CC1,19,-18
COc1ccc(NC(=O)[C@@H]2CCCN2C(=O)[C@@H]2Cc3ccccc3CN2C(=O)OC(C)(C)C)cc1,8,-50
O=C(CNC(=O)c1ccc(Br)o1)NCc1ccc(Cl)cc1,11,-9

Further structures
SMILES,OX1R antag-1,OX1R antag-2
COCCN1C(=O)Cc2c1nc(N)c1c(N)nc(N3CCN(c4ccc(F)cc4)CC3)c(C#N)c21,7,7
CCC(C)(C)n1nnnc1C(c1cc2ccc(C)cc2[nH]c1=O)N(Cc1cccnc1)Cc1ccco1 (stereo unspecified),5,-24
C/C(=N/Nc1ccccc1C(=O)O)c1cccs1,12,-11
C/C(=N\NC(=O)c1cc(-c2cccnc2)nc2ccccc12)c1ccc(O)cc1O,24,-28
C[C@@H]1CN([C@@H](C)CO)C(=O)c2cccc(NC(=O)c3ccncc3)c2O[C@@H]1CN(C)Cc1ccc(-c2ccccc2)cc1,23,7
COc1ccc(-c2nnc(SCC(=O)/C(C#N)=C(\C)N)o2)cc1,5,-13
Cc1cccc(NC(=O)CN2CCc3cc4c(cc3C2C)OCCCO4)c1 (stereo unspecified),8,-36
CC(C)(C)OC(=O)CNC(=O)c1[nH]cnc1C(=O)Nc1ccc(Cl)cc1,13,-16
CN(CCO)c1ccc([N+](=O)[O-])cc1C(=O)O,80*,1
CCN(CC)C(=O)c1cccc2nc3ccccc3nc12,72*,-36
O=C(O)CCC(=O)N1CCc2cc(S(=O)(=O)Nc3ccc4c(c3)OCCO4)ccc21,1,5
CCOC(=O)c1c(C)c(C(=O)Nc2cc(F)ccc2F)c(C)n1C,17,-31
CC(C)Oc1cc2ccccc2cc1CNC[C@H]1O[C@@H](n2cnc3c(N)ncnc32)[C@H](O)[C@@H]1O,7,-4
CCOc1ccc(CCNC(=O)c2ccc3c(=O)[nH]c4c(C(=O)NC(C)C)sc(=S)n4c3c2)cc1,10,-23
COc1cc(NC(=O)COc2cc3oc(=O)cc(C)c3cc2Cl)cc(OC)c1OC,-2,-16
COc1ccc(C(C(=O)NC2CCCC2)N(C(=O)c2ccco2)c2cccc(C(C)=O)c2)cc1OC (stereo unspecified),-3,-19
CC(NC(=O)COC(=O)c1cc(Cl)ccc1O)C1CC2CCC1C2 (stereo unspecified),-1,-5
Cc1csc2cc(-c3cccc([N+](=O)[O-])c3)c(-c3cccc([N+](=O)[O-])c3)c[n+]12,50,-20
N#CC1=C(N)OC2=C(C(=O)CC(c3ccccc3)C2)C1c1ccc2c(c1)OCO2 (stereo unspecified),18,-20
O=C(Cc1ccc([N+](=O)[O-])cc1)OCc1ccc([N+](=O)[O-])cc1,18,8
CCCC(=O)OC1CC(C)N(C(=O)c2ccccc2)c2ccc(C)cc21 (stereo unspecified),5,-49
CC1(C)N=C(/C=N/O)C=[N+]1[O-],24,3
O=C(CCNS(=O)(=O)c1c(Cl)cccc1Cl)OCC(=O)c1ccccc1,14,-20
COCCn1c(SCC(=O)Nc2ccc3c(c2)OCCO3)nnc1C(C)C,7,-25
Cc1ccc(C(=O)Nn2c(C)nc3ccccc3c2=O)cc1C,-6,-11
O=C(CSc1ncccn1)Nc1ccc2[nH]c(=O)[nH]c2c1,5,-13
CCOC(=O)c1ccc(NS(=O)(=O)N2CCCCCC2)cc1,36,-10
Cn1nccc1C(=O)N1CCN(c2ccccc2Cl)CC1,33,-22
Cc1nc2cc(NC(=O)NC(C)(C)C)ccc2n1C,20,4
CCC(C)Nc1cc(C)nc2ncnn12 (stereo unspecified),6,-6
O=C(OCCN1CCOCC1)C1(c2ccccc2)CCCCC1,16,-23
O=C(NCCCN1CCOCC1)c1sc2cc(Cl)ccc2c1Cl,9,-35
CCOC(=O)C1Nc2ccc(Br)cc2C2C=CCC12 (stereo unspecified),5,-17
O=C1c2ccccc2C2(c3ccccc3)NCCCN12 (stereo unspecified),14,-2
CC(=O)NC1(c2cccc(F)c2)CCN(CC(=O)NC(C)C)CC1,13,6
CCOc1ccccc1NC(=O)c1ccccc1-c1ccccc1,29,-33
CC(C)c1nnc(NC(=O)CCC(=O)Nc2ccccc2)s1,16,-14
COc1ccc(C2=NOC(C3(S(=O)(=O)c4ccccc4)CC(O)C3)C2)cc1 (stereo unspecified),8,-15
COC(=O)C(Nc1ccccc1Cl)(c1cc(C)c(O)c(C)c1)C(F)(F)F (stereo unspecified),35,6
C/C(=N\NC(=O)c1ccncc1)c1ccc(N(C)C)cc1,26,-9
CCOC(=O)c1ccc(NC(=O)CCS(=O)(=O)c2ccc(Br)s2)cc1,26,-10
Cc1cc(C(=O)NCCc2ccccc2)ccc1[N+](=O)[O-],12,-4
CNC(=O)COC(=O)CCC(=O)c1cccs1,5,0
CSCCc1nc(SCC(=O)Nc2nnc(C)s2)[nH]c1C,2,9
COc1ccc(CCNC(=O)c2cccc(NC3=NC4CS(=O)(=O)CC4S3)c2)c(OC)c1 (stereo unspecified),12,-11
COCCOC(=O)c1c(C)n(C)c2ccc(OC(=O)c3ccco3)cc12,7,-28
Cc1ccc(C2c3c(oc4ccccc4c3=O)C(=O)N2c2nnc(C(C)C)s2)o1 (stereo unspecified),18,-21
O=C(c1ccc(Br)o1)N1CCN=C1SCc1cccnc1,14,-12
CC1=CC2=NC(=O)/C(=C/c3cccs3)C(=N)N2O1,19,-9
CCCN(CCC)C(=O)c1c(C)[nH]c(C(=O)OCC)c1C,6,-7

Some of these compounds in order of the OX1R antag-2 value, largest number first.
SMILES,OX1R antag-1,OX1R antag-2
COC(=O)C(Nc1ccccc1Cl)(c1cc(C)c(O)c(C)c1)C(F)(F)F (stereo unspecified),35,6
O=C(CSc1ncccn1)Nc1ccc2[nH]c(=O)[nH]c2c1,5,-13
CC(C)c1nnc(NC(=O)CCC(=O)Nc2ccccc2)s1,16,-14

Returning to the listing; the 4 compounds before the break are reprinted first.
SMILES,OX1R antag-1,OX1R antag-2
Cc1ccc(C2c3c(oc4ccccc4c3=O)C(=O)N2c2nnc(C(C)C)s2)o1 (stereo unspecified),18,-21
O=C(c1ccc(Br)o1)N1CCN=C1SCc1cccnc1,14,-12
CC1=CC2=NC(=O)/C(=C/c3cccs3)C(=N)N2O1,19,-9
CCCN(CCC)C(=O)c1c(C)[nH]c(C(=O)OCC)c1C,6,-7
O=C(Cc1ccc(-n2c(=O)[nH]c3ccccc3c2=O)cc1)N1CCN(c2cccc(Cl)c2)CC1,5,-24
CC1CCC2(CC1)SCC(=O)N2c1ccccc1 (stereo unspecified),15,-3
NS(=O)(=O)c1ccc(-n2nc(C(=O)O)cc2-c2ccc(Cl)cc2)cc1,19,-8
CCN(C[C@H]1N[C@@](C)(C(=O)OC)[C@H]2C(=O)N(Cc3ccccc3)C(=O)[C@@H]12)S(=O)(=O)c1ccccc1,10,-22
CN1CC2(C)OC(=O)C(Cl)=C2CC1c1ccccc1 (stereo unspecified),5,-4
COc1ccc(S(=O)(=O)NCc2ccccn2)cc1,10,-12
COc1ccc(-n2nc(C(=O)NCC(=O)NCc3ccco3)c3ccccc3c2=O)cc1,19,-28
Cc1c(NC(=O)CN(C)CC(=O)Nc2ccc(F)c(F)c2F)c(=O)n(-c2ccccc2)n1C,5,11
O=C(CSCc1ccc(Cl)cc1)N/N=C/c1ccc(Cl)cc1Cl,12,-28
O=C(O)c1cc(S(=O)(=O)N2CCN(S(=O)(=O)c3ccc4ccccc4c3)CC2)ccc1Br,4,-3
COC(=O)c1ccc(Oc2c(Cl)cccc2[N+](=O)[O-])cc1,27,-28
Cc1ccc(NC(=S)NC(=O)c2c(-c3ccccc3Cl)noc2C)cc1,13,-15
Cc1cc(N2CCCC2=O)cc(C)c1S(=O)(=O)NCCOc1ccccc1,15,-8
COc1cc(C=NNc2ccc(S(=O)(=O)Nc3ccccc3C(=O)O)cc2[N+](=O)[O-])ccc1O,3,-4
CN(CCc1ccccn1)C(=O)CCC1CCCN(C(=O)NC2CCCCC2)C1 (stereo unspecified),19,-11
C=CCN1C(=O)C(O)(CC(=O)c2ccc(N)cc2)c2ccccc21 (stereo unspecified),14,10
CCOc1cccc(-c2c(C(=O)N/N=C(\C)c3cccnc3)nnn2-c2nonc2N)c1,10,-14
Cc1ccc(C(=O)COc2ccccc2-c2ccccc2)cc1C,23,-25
CCC(CC)C(=O)c1c[nH]c(C(=O)NCCCn2ccnc2)c1,13,-16
CN(C)c1nc(Nc2ccc(Cl)c(Cl)c2)nc(N(C)C)n1,20,-34
Cc1cccc(Nc2nc(-c3ccccc3)c(C(=O)Nc3cccnc3)s2)c1,21,-33
